# MRP1 act = MRP-1 activation; H69AR cells + doxorubicin, viability rescue, CellTiter-Glo; viability increase, % at 10 µM; 140,000 compounds, 0.61% hits;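 active = viability gain under doxorubicin at or above a set limit, the compound median plus 3 SD, cut at about 4.7% in these data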;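 note: MRP-1 overexpressing cells given doxorubicin 25 µM after compound pretreatment; 18-22 h compound pretreatment then 72 h with doxorubicin before readout; 0% = doxorubicin-only wells and 100% = vehicle-treated cells without doxorubicin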
# GALR2 antag = GALR2 (human) receptor antagonism. O43603. GALR2-expressing cells, antagonist mode. inhibition, % at 4 µM. 140,000 compounds, 0.39% hits. AID 828; in the data active = inhibition above about 27%;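 note: cells stimulated with galanin 1-16 at roughly its EC80; 0% = agonist challenge control and 100% = basal control without agonist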
# Target sequence (O43603 whole entry, looked up): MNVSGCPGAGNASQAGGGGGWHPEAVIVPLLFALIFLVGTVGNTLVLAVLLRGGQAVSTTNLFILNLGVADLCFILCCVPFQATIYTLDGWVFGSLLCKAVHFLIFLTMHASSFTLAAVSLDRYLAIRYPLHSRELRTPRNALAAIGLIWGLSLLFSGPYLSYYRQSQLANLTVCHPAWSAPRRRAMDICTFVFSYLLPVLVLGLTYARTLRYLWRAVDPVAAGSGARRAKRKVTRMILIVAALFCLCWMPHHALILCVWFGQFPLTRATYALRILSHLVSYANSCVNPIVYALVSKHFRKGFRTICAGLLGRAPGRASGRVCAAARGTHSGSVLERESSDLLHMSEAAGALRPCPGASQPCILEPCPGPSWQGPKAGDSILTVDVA
# E-sel TNF inh = TNF alpha driven E-selectin expression inhibition | HUVEC TNFa-induced E-selectin immunofluorescence, high content | inhibition, % at 2 µM | 120,000 compounds, 0.71% hits;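 active = inhibition above the batch mean plus 3 SD, and confirmed as a hit on visual image review, cut at about 43% in these data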;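 note: 0% = TNF-stimulated DMSO wells and 100% = unstimulated control wells; not every result past the cut was called active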
# Phagocytosis inh = blocks phagocytosis by macrophages; J774A.1 macrophage IgG-bead phagocytosis, imaging; 110,000 compounds, 0.07% hits; inhibition, % at 5 µM;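 active = inhibition above the mean of the plate negative controls plus 5 SD, cut at about 13% in these data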;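 note: phagocytic index as fraction of beads internalized from green versus red external bead signal; plate controls were DMSO negative control for no effect and cytochalasin-D positive control for full effect; some results beyond the cut were filed as inactive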
# HCT116 bCat-KO = beta-catenin-lacking colon tumor cell growth suppression | HCT116 beta-catenin knockout viability, CellTiter-Glo, 60 h; hits give low values | viability, % at 10 µM | 140,000 compounds, 1.5% hits;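 active = viability at or under a set limit, the compound median less 4 SD, cut at about 6% in these data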;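 note: 0% = Hyamine 1622 control at 20 µM and 100% = untreated cell control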
# PTEN del growth = PTEN-deleted cell growth suppression; HCT116 PTEN-null viability, CellTiter-Glo, 60 h; hits give low values; viability, % at 10 µM; 140,000 compounds, 1.2% hits; AID 827;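 active = viability at or below a set limit, 4 SD under the median of all tested compounds, cut at about 3.7% in these data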;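 note: PTEN knockout HCT116 line with beta catenin targeted HCT116 as companion control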
# NPY Y2 blocker = NPY-Y2 (human) receptor antagonism; NPY-Y2 expressing cells, antagonist mode; inhibition, % at 2.7 µM; 140,000 compounds, 0.99% hits; AID 793; in the data active = inhibition above about 17%;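 note: 0% = vehicle with agonist challenge and 100% = reference antagonist with challenge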
# Target sequence (P49146 whole entry, looked up): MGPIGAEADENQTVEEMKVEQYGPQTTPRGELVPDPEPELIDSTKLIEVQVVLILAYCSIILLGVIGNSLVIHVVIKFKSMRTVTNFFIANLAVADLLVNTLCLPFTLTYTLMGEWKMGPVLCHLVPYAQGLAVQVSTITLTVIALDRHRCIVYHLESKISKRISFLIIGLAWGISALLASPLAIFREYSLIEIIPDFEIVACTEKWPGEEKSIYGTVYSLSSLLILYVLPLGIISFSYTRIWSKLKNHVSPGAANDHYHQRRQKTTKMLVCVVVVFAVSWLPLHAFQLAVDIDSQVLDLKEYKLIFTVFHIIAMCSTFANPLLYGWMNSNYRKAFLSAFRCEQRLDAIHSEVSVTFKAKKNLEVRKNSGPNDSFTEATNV
# Yeast growth inh = chemicals that inhibit yeast BB579 growth in restrictive medium (lifespan-shortening candidates) | S. cerevisiae BB579 growth, OD615, 48 h | inhibition, % at 10 µM | 140,000 compounds, 0.51% hits | AID 804;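 active = inhibition above a set limit, 3 SD over the mean compound inhibition, cut at about 44% in these data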; note: inactives centre near -24
#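 test system = yeast BB579 (DeaD) | buffer or medium = restrictive CSMM-D medium | doses = single compound dose of 10 µM, 0.25% DMSO final | times = 4 h preincubation and 48 h exposure at 30 °C | technique = culture absorbance at 615 nm | benchmarks = amphotericin B 10 µg/mL, positive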
# Yeast life ext = yeast lifespan extension; inhibition of the nicotinamide effect, % at 10 µM; 130,000 compounds, 0.68% hits; S. cerevisiae growth with nicotinamide, OD615; deaD strain in restrictive glucose medium;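 active = inhibition above a set limit, placed 3 SD over the median of all compounds, cut at about 26% in these data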;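 note: 0% = nicotinamide-treated wells and 100% = cells grown without nicotinamide; some compounds called inactive have numbers as strong as hits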
#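 Assay system: engineered S. cerevisiae DeaD replicative-lifespan strain, galactose-grown log-phase cells; medium: restrictive CSMM-D dextrose medium; also added: nicotinamide, 1.5 mM, co-present with compound; schedule: 48 h compound exposure at 30 °C, humidified; detection: absorbance at 615 nm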
# Measles CPE = protection of cells from measles virus | Measles virus-infected cells, CPE protection, absorbance | protection (pct of control), % at 4 µM | 140,000 compounds, 1.5% hits; in the data active = protection mostly above about 24%, no sharp cut-off; inactive = mostly below about 26%; note: some compounds called inactive have numbers as strong as hits
# Starred values were filed as active, the others as inactive; x = not tested or not shown.
SMILES,MRP1 act,GALR2 antag,E-sel TNF inh,Phagocytosis inh,HCT116 bCat-KO,PTEN del growth,NPY Y2 blocker,Yeast growth inh,Yeast life ext,Measles CPE
Cc1ccc2c(c1)C(CCN)C(=O)N2Cc1ccccc1 (configuration not stated),-3.6,-11.3,13.0,-0.8,91.6,88.6,12.3,-3.6,-18.6,7.6
COc1ccc(Br)cc1/C=N/n1c(C)nnc1C,-5.9,-0.1,-15.8,x,41.1,44.8,3.7,-33.3,x,8.7
CC1=NN(C(=O)COc2ccc(C)c(C)c2)C(O)(c2ccc(Cl)cc2)C1 (configuration not stated),-3.5,6.4,-12.8,-4.0,87.5,83.0,5.6,-4.7,-4.7,4.1
COC(=O)[C@@H](NC(=O)Nc1ccc(OC(F)(F)F)cc1)C(C)C,1.7,4.3,-4.1,0.1,100.0,94.5,1.3,-32.7,-9.4,6.7
CCOC(=O)c1nnn(-c2nonc2N)c1COc1ccc(F)cc1,-0.9,-3.2,4.5,-1.0,91.1,100.1,5.7,-52.4,-10.2,8.8
O=C(Nc1cccc(F)c1)c1ccc(S(=O)(=O)NCC2CCCO2)cc1 (configuration not stated),-0.6,11.3,7.8,-0.6,93.5,81.9,-1.4,-23.9,-15.2,7.3
COc1ccc(CC(=O)NCc2nnc(SCC(=O)Nc3nccs3)n2-c2ccccc2)cc1,-1.2,8.9,x,-0.6,93.0,85.7,2.9,-1.9,-5.5,7.8
COc1ccccc1N1CC(O)=C(c2nc3ccccc3c(=O)[nH]2)C1=N,-5.1,9.1,-38.1,-1.7,68.0,64.4,-1.6,-47.2,-13.8,6.6
O=S(=O)(c1ccc(S(=O)(=O)N(Cc2ccco2)Cc2ccccc2Cl)cc1)N1CCCC1,-1.3,-0.2,-33.8,1.8,90.8,102.9,4.7,-14.2,-6.3,2.6
COc1ccc(NC(=O)/C(=C\c2ccc(OS(=O)(=O)c3ccc(C)cc3)cc2)NC(=O)c2ccccc2)cc1,-3.9,0.8,15.2,x,86.0,89.8,1.9,-54.0,-8.3,2.9
Cc1cc(=O)[nH]c2c1c(C)nn2C1CCCC1,-3.9,-5.7,3.4,1.6,96.5,87.1,-0.8,-9.3,18.5,1.2
CN1CCc2nc(NC(=O)c3cccc(S(=O)(=O)N4CCc5ccccc54)c3)sc2C1,-4.7,-6.8,x,0.9,40.5,49.4,8.5,5.6,-7.6,3.0
CC1CC1C(=O)OCC(=O)NCc1ccc(Cl)cc1Cl (configuration not stated),-0.5,-1.3,13.8,0.0,84.0,103.2,2.1,-28.5,-18.1,19.6
Cn1cnnc1SCc1ccc(F)c2ccccc12,-0.3,-5.5,-8.8,-1.9,98.4,100.4,-0.5,-33.7,-11.8,8.1
COC(=O)[C@H]1C[C@@H]1[C@H](NC(=O)c1cc(C)on1)c1ccccc1,-2.0,12.6,34.4,x,60.8,96.1,-1.2,-37.5,7.3,14.8
O=C(Nc1ccccc1)c1ccc[n+](Cc2ccc([N+](=O)[O-])cc2)c1,-1.3,-1.5,x,x,94.6,101.8,4.0,-4.6,4.6,8.1
O=C(COc1ccccc1)NCc1ccccc1,-1.0,-6.1,1.8,0.1,103.6,95.9,2.0,28.0,-4.9,12.1
COCc1cc(=O)[nH]c2cc(NC(=O)C(F)(F)F)c(C)cc12,-3.1,-6.7,-2.4,x,104.5,88.8,6.0,-18.3,-10.7,13.1
O=C(CS(=O)(=O)Cc1ccccc1)Nc1nnc(C2CCCCC2)s1,-2.3,-5.1,x,1.1,101.0,92.8,10.9,-28.2,-15.8,17.0
CC(C)CCOP(=O)(c1ccc(N(C)C)cc1)C(O)c1ccccn1 (configuration not stated),-0.8,-13.7,x,0.8,100.6,109.3,2.0,-34.1,-9.6,11.5
COc1cccc(-c2ncc3ccccn23)c1,-3.4,-6.0,33.3,x,75.6,91.0,6.4,-7.0,x,13.7
NC(=O)C1CCN(C(=O)CSc2nc3ccccc3[nH]2)CC1,0.5,-1.0,-15.2,-0.8,93.6,91.3,-0.4,-12.4,-10.5,16.0
COc1ccc(S(=O)(=O)N2CCCN(S(=O)(=O)c3ccc(OC)cc3C)CC2)c(C)c1,-4.8,6.1,-0.2,-1.2,78.0,77.2,-0.8,-29.6,-5.3,4.5
O=C(CN1C(=O)/C(=C/c2cccc(Br)c2)SC1=S)N1CCCC1,-5.0,4.0,x,0.8,7.6,5.8,0.2,-34.8,4.8,3.5
CC(C)=C(NC(=O)c1ccccc1)C(=O)N/N=C(\C)c1ccccc1O,-0.3,7.5,28.6,-13.0,88.3,88.4,2.5,-17.7,12.1,2.3
O=C(NCC1CCCO1)c1ccccc1NC(=O)c1cccc2ccccc12 (configuration not stated),-3.2,7.2,7.9,0.7,71.6,70.5,0.2,-9.2,-21.9,17.0
Cc1ccc(C(=O)c2ccccc2C(=O)O)s1,0.6,2.4,-4.6,x,100.5,90.8,2.9,-5.4,-15.2,7.5
O=C(O)CCn1[nH]c(=O)ccc1=O,-1.6,9.8,7.2,x,97.2,101.2,0.5,-4.7,-4.6,4.3
CCN1CCN(c2nc3c(c(=O)n(C)c(=O)n3C)n2CCSc2nccc(C)n2)CC1,-0.6,-0.5,x,-0.7,99.5,107.5,0.4,-36.2,6.1,10.8
Cc1ccc(C(=O)NCc2ccco2)cc1S(=O)(=O)N1CCOCC1,-1.6,-2.4,25.7,x,96.9,97.0,3.6,-18.9,-5.3,14.5
COCCn1c(Cc2ccccc2)nnc1SCc1nc2ccccc2c(=O)[nH]1,-3.1,8.0,-43.2,x,69.1,66.4,1.2,-37.9,-27.3,5.2
C=CCNC(=S)N/N=C/c1ccc(-c2ccc(Br)cc2)o1,-1.6,-1.5,x,-7.3,83.5,79.4,5.6,-18.0,2.0,7.9
Nc1nc(SCc2ccc3c(c2)OCO3)n[nH]1,-1.8,3.6,16.2,1.2,104.3,100.5,-1.6,-13.8,-9.9,5.9
COc1ccc(C(=O)NN2C(=O)C3C4C=CC(O4)C3C2=O)cc1 (configuration not stated),-2.8,0.2,-19.6,1.9,93.2,96.7,0.2,-11.4,-12.7,11.2
Cc1ccc2nc(/C(C#N)=C/c3cn[nH]c3-c3ccc(F)cc3)[nH]c2c1,-6.1,2.2,1.3,1.6,1.5*,1.2*,0.6,-31.8,-11.5,2.3
Cc1ccc(NC(=O)CSc2ncccc2C(=O)Oc2cccc([N+](=O)[O-])c2)cc1Cl,-4.1,3.7,42.1,-3.2,88.7,99.0,2.9,-4.4,7.5,4.4
O=C(c1ccco1)N1CCN(C(c2ccc(Cl)cc2)c2nnnn2Cc2ccccc2)CC1 (configuration not stated),-2.0,-5.2,-7.0,x,52.7,55.9,0.1,-34.2,x,18.0
CC(NS(C)(=O)=O)C(c1cccs1)N1CCN(c2ccccc2)CC1 (configuration not stated),-0.7,12.2,-14.9,x,96.2,87.5,-1.3,-28.6,x,9.9
Cc1ccc(Nc2nc3nonc3[nH]c2=O)cc1,-3.0,-0.3,x,-0.5,94.2,90.2,2.0,-36.6,-31.1,4.5
CCC(=O)Nc1nc2c(OC)ccc(OC)c2s1,-0.9,-11.7,10.5,x,99.0,98.1,-0.5,-85.8,-11.2,10.2
CC1=NCCN1S(=O)(=O)c1ccc(Br)c(C)c1,-1.7,-10.4,x,x,107.0,86.7,-1.7,-45.3,0.1,6.7
Cc1c(NC(=O)CSc2nc3ccccc3s2)c(=O)n(-c2ccccc2)n1C,-1.1,10.5,-6.1,-0.4,97.8,106.5,0.1,-41.5,0.9,5.2
Cc1ccc(S(=O)(=O)N(Cc2ccc(Cl)cc2)c2ccccc2C(=O)NCc2ccco2)cc1,-4.6,-5.1,-1.9,-4.2,56.3,43.5,32.2*,-30.4,13.3,21.6
CCOC(=O)c1cc(-c2ccc(N)cc2)sc1N,-2.3,-4.8,-5.3,x,100.1,100.5,0.0,-40.0,-14.9,16.9
O=C(CSc1nnc(CNc2ccccc2)o1)c1ccc2c(c1)OCCO2,-1.1,3.7,-15.5,-0.5,100.0,90.5,-0.4,-32.0,-3.1,26.9
CC1CCCCC1NC(=O)c1ccc2c(c1)[nH]c(=O)n2C1CCCC1 (configuration not stated),-2.3,-0.9,11.7,1.5,88.0,82.6,4.2,-34.2,-8.9,22.0
COC(=O)Cc1c(C)c2c(OCc3nn[nH]n3)cc(C)cc2oc1=O,-2.5,-0.7,-23.5,-0.8,89.6,96.8,-1.6,-25.8,-14.3,4.7
O=C1NC(c2ccccc2Cl)Nc2ccccc21 (configuration not stated),-4.4,-8.2,x,7.1,28.7,22.9,0.2,-15.2,-17.1,6.6
O=S(=O)(c1ccc2c(c1)OCCCO2)N1CCNCC1,-1.3,-11.9,x,-0.6,93.8,98.2,-1.4,-30.1,6.0,16.6
CCOC(=O)CSc1nnc(C)n1N,-0.6,4.2,2.1,1.0,88.7,93.2,1.8,13.6,9.8,5.9
# Later entries:
SMILES,MRP1 act,GALR2 antag,E-sel TNF inh,Phagocytosis inh,HCT116 bCat-KO,PTEN del growth,NPY Y2 blocker,Yeast growth inh,Yeast life ext,Measles CPE
O=C(Nc1ncccc1Cl)C(Sc1ccccc1)c1ccccc1 (configuration not stated),-3.1,2.2,-31.5,-3.2,91.6,90.9,2.4,-32.9,-1.4,2.7
C/C(=N/OCO/N=C(\C)c1ccccc1F)c1ccccc1F,-1.7,4.5,-6.7,-2.3,98.0,86.7,5.6,-43.8,0.5,25.7
C/C(=N\NC(=O)c1ccccc1[N+](=O)[O-])c1c(O)cc(C)oc1=O,1.7,-0.1,x,-6.5,99.7,93.4,-0.3,-9.1,33.3*,18.6
CCCn1c(SCC(=O)N2CCCc3ccccc32)nnc1-c1ccccn1,-0.8,0.1,23.9,0.9,100.3,96.3,1.7,-18.4,-7.5,2.2
CCOc1ccccc1C1C(C(N)=O)=C(C)Nc2nc(-c3cccc(C)c3)nn21 (configuration not stated),-2.4,1.4,-41.9,x,76.4,62.9,1.6,-11.0,-14.6,4.5
Cc1ccc(NC(=O)CSc2nnc(-c3ccccc3C)o2)cc1C,-1.8,11.3,-14.9,0.1,82.8,76.9,5.4,-17.3,1.0,27.9
O=C(O)c1cccc(COc2ccc(CO)cc2Cl)c1,-2.2,x,x,-0.9,88.5,96.1,x,-41.3,-6.1,12.7
COc1ccc(CNc2oc(COc3ccccc3Cl)nc2C#N)cc1,-0.6,-6.2,-0.6,-1.6,84.3,87.0,6.8,-27.1,-5.3,5.0
Cc1ccccc1C(NC(N)=O)c1ccccc1 (configuration not stated),-2.6,-7.4,-29.6,0.0,88.9,98.6,5.3,-4.9,-5.3,9.3
N#CC(c1nc2ccccc2nc1N1CCCC1)S(=O)(=O)c1cccs1 (configuration not stated),-1.6,-1.4,30.3,-0.3,103.3,94.2,1.7,1.2,-8.1,9.3

# Given tab-delimited: entries from further up.
mol	MRP1 act	GALR2 antag	E-sel TNF inh	Phagocytosis inh	HCT116 bCat-KO	PTEN del growth	NPY Y2 blocker	Yeast growth inh	Yeast life ext	Measles CPE
C/C(=N/OCO/N=C(\C)c1ccccc1F)c1ccccc1F	-1.7	4.5	-6.7	-2.3	98.0	86.7	5.6	-43.8	0.5	25.7
Cc1ccccc1C(NC(N)=O)c1ccccc1 (configuration not stated)	-2.6	-7.4	-29.6	0.0	88.9	98.6	5.3	-4.9	-5.3	9.3

# Bioassay records: PubChem, several laboratories
